Screening results deposited in PubChem by several laboratories.
Hep lipid drop = hepatic lipid droplet formation modulation; AML12 mouse hepatocytes, oleate lipid droplets, BODIPY imaging; inhibition, % at 6.5 µM; actives 0.4% (n = 240,000);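 active = lipid droplet intensity inhibited by at least 50%, with more than 500 cells counted; inconclusive = wells with under 300 cells, treated as cytotoxic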
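Material – mouse AML12 hepatocyte cell line, fixed after treatment · Compound dosing – one dose, 6.5 µM compound · Times – compound with oleate, overnight · Measured by – Image-based BODIPY and DAPI two-channel analysis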
AID2073 = inhibitors of Mint1-CaV2.2 protein interaction, biochemical, HTRF (AID 2073) | actives 0.19% (n = 290,000) | inhibition, % at 20 µM, or IC50 in µM where a hit was titrated | HTRF protein-protein interaction, Mint1-CaV2.2; higher % means a stronger effect; in the data active = inhibition mostly above about 51%, no sharp cut-off; inconclusive = no clear call, values can overlap the other calls; inactive = mostly below about 53%; also: some results filed as inactive read as strong as hits
P. falciparum M1AAP = malaria alanyl aminopeptidase activity blockers – biochemical, fluorogenic H-Leu-NHMec substrate, 1536-well (AID 1445). recombinant M1AAP, H-Leu-NHMec fluorogenic kinetic assay; higher % means a stronger effect. one-dose inhibition, % at 30 µM; IC50 in µM for titrated hits. actives 0.42% (n = 220,000);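 active = primary inhibition above the hit cutoff, then over 50% inhibition at one or more dose response concentrations, cut at about 23% in these data, passing the limit was not always enough; inconclusive = conflicting primary data, or primary hits not chosen for dose response; inactive = low primary inhibition, or under 50% at every dose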;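 also: plate controls were DMSO full reaction for no effect and no enzyme background for full effect; strong numbers were not always called active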
Siah-1 displacement = Siah-1 peptide-binding antagonists, primary screen, biochemical, fluorescence polarization, rhodamine-plectin, uHTS (AID 1817) | one-dose displacement, % at 20 µM; IC50 in µM for titrated hits | actives 0.02% (n = 290,000) | Siah-1 / rhodamine-plectin peptide fluorescence polarization; higher % means a stronger effect;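 active = displacement of at least 50% at 20 µM, with a fluorescence ratio check between 0.3 and a set limit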;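 also: plate controls were Siah plus tracer with DMSO for no effect and tracer alone without Siah for full effect; strong numbers were not always called active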
NOD2 inhibition = inhibition of NOD2-driven NF-kB reporter – cell-based, luminescence, uHTS, HEK293 (AID 1566); HEK293 NOD2/NF-kB luciferase reporter, luminescence; higher % means a stronger effect; one-dose inhibition, % at 4 µM; EC50 in µM for titrated hits; actives 0.63% (n = 290,000); also: many of its hits are not listed in these tables
P. falciparum M17LAP = P. falciparum M17LAP inhibitors, primary screen, biochemical, fluorogenic H-Leu-NHMec substrate, 1536-well (AID 1619); recombinant M17LAP, H-Leu-NHMec fluorogenic kinetic assay; higher % means a stronger effect; inhibition, % at 30 µM; hits with a dose series show IC50 in µM; actives 0.38% (n = 220,000);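 active = compound inhibiting the enzyme by more than half at any dose during confirmatory dose-response retesting; inconclusive = strong single-dose inhibitors picked by rank but not retested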;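 also: plate controls were full reaction with DMSO carrier for no effect and no enzyme background for full effect; strong numbers were not always called active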
CSM14.1 death rescue = protection against thapsigargin-triggered cell killing – 384-well, CSM14.1, ATP luminescence, primary screen (AID 1222); 190,000 tested, under 10 active; CSM14.1 thapsigargin-induced death rescue, ATP luminescence; higher % means a stronger effect; cellular ATP content (survival), % at 20 µM; hits with a dose series show EC50 in µM;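 active = EC50 below 50 µM in the dose-response confirmation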;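 also: death triggered by thapsigargin at about 15 µM added after 2 h compound pretreatment; cell ATP read after overnight thapsigargin exposure of roughly 18 to 22 hours; normalized against plate controls of thapsigargin alone and 5% DMSO vehicle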
XIAP displacement = XIAP antagonists, biochemical, IAP family, fluorescence polarization (AID 1018); actives 0.007% (n = 200,000); displacement, % at 20 µM, or IC50 in µM where a hit was titrated; XIAP BIR domain, fluorescence polarization peptide displacement; higher % means a stronger effect; in the data active = displacement above about 50%; also: a part of the inactive calls stands beside numbers as strong as those of hits
LYP phosphatase = inhibitors of LYP phosphatase, biochemical, fluorescence intensity, uHTS (AID 1779). recombinant LYP phosphatase, fluorescence intensity; higher % means a stronger effect. inhibition, % at 11.5 µM, or IC50 in µM where a hit was titrated. actives 0.054% (n = 290,000);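 also: plate controls were vehicle with enzyme for no effect and no enzyme for full effect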
Hep lipid drop cells 6.5 µM = recorded beside Hep lipid drop, whose call it bears; cell count; measured here: cell count, cytotoxicity flag;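 cells counted across two imaged fields per well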
The depositor's hits bear a star; ? = inconclusive; · = no result given. Rule as the data show it, unless noted: active = inhibition above about 50%; inactive = the rest. Only part of the results is shown; the hit share may differ from the screen's.

SMILES	Hep lipid drop	Hep lipid drop cells 6.5 µM	AID2073	P. falciparum M1AAP	Siah-1 displacement	NOD2 inhibition	P. falciparum M17LAP	CSM14.1 death rescue	XIAP displacement	LYP phosphatase
O=C(COc1c(CO)cc(Br)cc1CO)NC1CCCc2ccccc21 (stereo unspecified)	1	689	13%	9%	7%	24%	-4%	-1.5%	-11%	-5%
Cc1ccc2c(c1)C(=C(C#N)C#N)C(=O)N2CCN1CCCCC1	1	683	?	7%	-3%	6%	0%	·	·	4%
Cc1nc2nc(C)c(CCC(=O)NCCC3=CCCCC3)c(C)n2n1	·	·	-6%	6%	3%	6%	-2%	1.6%	-0.5%	-5%
COC(=O)c1ccccc1C(=O)N1CCCC(C(=O)c2cc(F)ccc2F)C1 (stereo unspecified)	-21	672	-15%	2%	-5%	13%	3%	-1.3%	-12%	-9%
CCN(CC)S(=O)(=O)c1ccc(N2CCOCC2)c(NC(=O)COc2ccc(Cl)cc2)c1	-6	731	0%	·	1%	15%	·	·	·	3%
Cc1cc(S(=O)(=O)Nc2cccc(Cl)c2)c(C)s1	-22	710	22%	7%	-3%	18%	4%	-0.2%	-3.2%	-1%
COc1ccc(-c2ccc3c(N)c(C(=O)c4ccc(OC)c(OC)c4)sc3n2)cc1	17	672	40%	-1%	2%	10%	-1%	-0.2%	-14%	0%
O=C(CNC(=O)N1CC(=O)Nc2ccccc21)NCCc1cccc(F)c1	-1	734	11%	·	1%	18%	·	·	·	-10%
CCN(Cc1ccccc1)C(=O)CSc1nncn1C	7	689	-4%	3%	9%	-2%	0%	-0.8%	-2.1%	-4%
Cc1[nH]c2ccccc2c1SCC(=O)N1CCCc2ccccc21	-4	698	-2%	-5%	1%	3%	3%	-0.7%	-8.2%	0%
CCOC(=O)c1csc(NC(=O)c2ccc(S(=O)(=O)N(CC)CC)cc2)n1	0	687	10%	-4%	0%	16%	16%	-2.3%	-0.8%	-6%
COc1ccc(Oc2ccc(N/C=C/C(=O)C(C)(C)C)cc2)cc1	2	665	11%	0%	7%	-53%	-2%	1.7%	-1.4%	2%
COc1ccc(C2NC(=O)NC(C)=C2[N+](=O)[O-])cc1OC (stereo unspecified)	-3	683	7%	4%	-4%	9%	4%	·	·	-2%
COc1ccc(C(=O)N2CCN(c3nc(C4CC4)nc4sc(C)c(C)c34)CC2)cc1	-20	888	6%	·	-1%	47%	·	·	·	-6%
CC(=O)N(CN1C(=O)C2C3C=CC(C3)C2C1=O)c1cccc(Cl)c1 (stereo unspecified)	-3	650	?	4%	-3%	-7%	1%	·	-0.5%	3%
COc1ccc(NC(=O)CSCC(=O)NC2(C)CCS(=O)(=O)C2)cc1 (stereo unspecified)	-17	657	12%	·	-2%	1%	·	·	·	-8%
Cc1ccc(C(=O)Cn2cnc3ccccc3c2=O)cc1C	-3	792	-2%	15%	-5%	-50%	-10%	-1.7%	-5.8%	-2%
Fc1ccc(NC(=S)NCc2ccccn2)cc1	·	·	20%	3%	1%	10%	-2%	4.2%	-4.3%	-5%
O=C(CSc1ccccn1)Nc1ccc(F)c([N+](=O)[O-])c1	2	669	-1%	4%	10%	10%	-4%	-0.9%	-5.5%	-3%
O=C(c1ccc(S(=O)(=O)Cc2ccccc2F)c([N+](=O)[O-])c1)N1CCCCCC1	-3	786	1%	1%	6%	23%	-5%	-1.8%	-3.1%	-6%
Cc1cc(C)cc(NC(=O)CSc2cc(C(=O)c3nccn3C)c3ccccc3n2)c1	36	630	-3%	3%	3%	-10%	16%	-0.6%	-6.5%	-1%
O=C(O)CSc1c2ccccc2cc2ccccc12	7	824	10%	·	0%	5%	·	·	·	-10%
Cc1ccccc1OCC(O)Cn1c2ccccc2c2ccccc21 (stereo unspecified)	·	·	28%	2%	5%	7%	2%	-1.0%	-2.2%	1%
CCCCCn1c(SCC(=O)OCC)nc2cc(C(=O)N3CCC(C(N)=O)CC3)ccc2c1=O	·	·	2%	5%	-4%	24%	10%	-1.4%	-0.3%	-8%
CN(C)CCn1cnc2c1c(=O)n(C)c(=O)n2C	0	778	13%	·	3%	3%	·	·	·	-8%
O=S(=O)(Cc1ccccc1)Nc1ccc(F)cc1	7	821	0%	·	2%	13%	·	·	·	-7%
CC(=O)OC(C(=O)N1CCN(c2ccc(F)cc2)CC1)c1ccccc1 (stereo unspecified)	12	715	1%	0%	-5%	14%	-11%	-0.9%	-2.3%	-9%
O=C(O)c1ccc2c(c1Sc1ccccc1)C(=O)c1ccccc1C2=O	14	721	11%	7%	-4%	23%	8%	·	·	-4%
COc1ccc(OC)c(C2C(C(N)=O)=C(C)Nc3nc(CCCO)nn32)c1 (stereo unspecified)	10	652	-4%	-4%	6%	12%	-9%	·	-3.1%	0%
CSc1ncc(Cl)c(C(=O)Nc2ccc(S(=O)(=O)Nc3nccc(C)n3)cc2)n1	-13	627	-2%	·	-2%	21%	·	·	·	-12%
FC(F)(F)c1ccccc1NC(=S)Nc1cccc2cnccc12	-4	663	72%	7%	91%	34%	-5%	0.1%	-3.2%	-4%
O=C(Cc1ccc(Br)cc1)Nc1ccc(S(=O)(=O)NCC2CCCO2)cc1 (stereo unspecified)	3	667	-6%	1%	10%	18%	-9%	-1.6%	11%	-2%
O=C(Oc1ccccc1Cl)c1ccc(-n2cncn2)nc1	·	·	-13%	-4%	2%	12%	-18%	-0.6%	-1.0%	-5%
CCOC(=O)C1CCCN(Cc2nc(Cc3cccc(F)c3)no2)C1 (stereo unspecified)	2	720	-10%	0%	2%	4%	-8%	0.3%	-4.4%	-7%
CCOC(=O)Cc1csc(NC(=O)Cn2c(=O)oc3ccccc32)n1	9	659	7%	-2%	1%	8%	0%	·	·	-6%
O=C(CCc1ccccc1)NC(=S)Nc1cccc(Br)c1	-5	726	0%	8%	12%	-2%	6%	-1.1%	-2.3%	-2%
COc1ccc(Br)cc1CNC(C)c1ccccc1 (stereo unspecified)	-9	701	0%	-3%	4%	-5%	-1%	1.5%	-3.0%	-5%
OCCOCCOc1ccccc1OCCOCCO	0	689	3%	4%	3%	11%	9%	0.5%	-3.3%	-4%
COc1ccc(/C=N/N2CCN(C3c4ccccc4-c4ccccc43)CC2)cc1O	-3	647	7%	4%	5%	25%	19%	1.1%	-5.3%	0%
CCCc1cc(=O)oc2c3c(c4c(c12)OC(C)(C)C=C4)OC(C)C(C)C3O (stereo unspecified)	1	711	20%	8%	2%	3%	0%	·	·	8%
Clc1ccc(CSc2ncnc3nc[nH]c23)cc1	11	625	-5%	8%	-4%	7%	9%	-5.4%	-12%	-3%
Cc1sc2nc(C3CCCCC3)nc(SCC(=O)N3CC(=O)Nc4ccccc43)c2c1C	·	·	14%	1%	10%	-20%	17%	3.8%	-5.7%	12%
Cc1cc(NCCN2CCOCC2)c2ccc3ccccc3c2n1	-4	691	0%	6%	11%	-17%	14%	-1.0%	0.4%	-5%
c1cnc2ccc(C(c3nnnn3C3CCCC3)N3CCN(c4nc5ccccc5s4)CC3)cc2c1 (stereo unspecified)	1	777	11%	?	-2%	-10%	15%	-0.8%	-0.6%	6%
Cc1cc(=O)oc2c(C(=O)c3ccccc3)c(OCC(N)=O)ccc12	30	720	2%	4%	17%	8%	1%	·	·	-5%
COc1ccc(OC)c(C2C3=C(CCCC3=O)Nc3c2c(=O)n(C)c(=O)n3C)c1 (stereo unspecified)	-4	681	9%	6%	4%	19%	-6%	-1.5%	-6.2%	-6%
CC(C)CCn1nnnc1CN1CCN(C(=O)c2ccco2)CC1	-2	750	-2%	·	2%	-8%	·	·	·	-10%
O=C(NC1CCOc2ccccc21)c1ccc(Cl)nc1 (stereo unspecified)	-14	756	-2%	·	-1%	5%	·	·	·	-8%
O=C1c2cccc3c(N4CCOCC4)c([N+](=O)[O-])cc(c23)C(=O)N1c1cccc2ccccc12	-3	709	-2%	4%	-1%	2%	-14%	-4.1%	-7.9%	-5%
C=COC(=O)c1sc2nc(C)cc(C)c2c1N	-10	559	37%	0%	-2%	-6%	1%	·	·	-9%
CCS(=O)(=O)N1Cc2ccccc2CC1C(=O)N(C)Cc1ccc(OC)cc1OC (stereo unspecified)	-34	754	-2%	·	-2%	-18%	·	·	·	-6%
CCOC(=O)c1c(NC(=S)Nc2cc([N+](=O)[O-])ccc2OC)sc2c1CCCCC2	11	690	-5%	12%	14%	21%	16%	0.6%	-3.0%	2%
Cc1c(/C=C/C(=O)c2cccs2)cnn1C	4	685	3%	12%	10%	-26%	6%	10%	3.1%	-2%
CCOC(=O)NC(=O)C(=CNc1ccccc1OC)C(=O)NC(=O)OCC	-1	720	8%	5%	3%	6%	22%	1.1%	-2.2%	-1%
CCOc1ccccc1C(=O)NC1CC2CCCC(C1)N2Cc1ccccc1 (stereo unspecified)	-20	666	8%	1%	0%	5%	-18%	-1.9%	-2.9%	-4%
O=C1c2ccsc2SCCN1Cc1ccccc1Cl	10	755	11%	0%	3%	7%	-5%	3.4%	-3.1%	-7%
N=c1oc2ccccc2cc1C(=O)N/N=C/c1ccccc1	·	·	2%	4%	-3%	-22%	2%	-0.6%	-5.1%	-7%
CCOC(=O)c1cc2sccc2n1Cc1ccccc1	-5	751	-2%	4%	-4%	13%	7%	1.7%	-2.9%	-2%
O=C(NCCc1ccccc1)C(=O)NCC1OCCCN1S(=O)(=O)c1ccc(F)cc1 (stereo unspecified)	-2	687	2%	·	33%	-22%	·	·	·	-5%

Entries of single compounds as entered above:
Cc1sc2nc(C3CCCCC3)nc(SCC(=O)N3CC(=O)Nc4ccccc43)c2c1C across the screens: Hep lipid drop: ·; Hep lipid drop cells 6.5 µM: ·; AID2073: 14%; P. falciparum M1AAP: 1%; Siah-1 displacement: 10%; NOD2 inhibition: -20%; P. falciparum M17LAP: 17%; CSM14.1 death rescue: 3.8%; XIAP displacement: -5.7%; LYP phosphatase: 12%
CCOC(=O)c1c(NC(=S)Nc2cc([N+](=O)[O-])ccc2OC)sc2c1CCCCC2 across the screens: Hep lipid drop: 11; Hep lipid drop cells 6.5 µM: 690; AID2073: -5%; P. falciparum M1AAP: 12%; Siah-1 displacement: 14%; NOD2 inhibition: 21%; P. falciparum M17LAP: 16%; CSM14.1 death rescue: 0.6%; XIAP displacement: -3.0%; LYP phosphatase: 2%
Clc1ccc(CSc2ncnc3nc[nH]c23)cc1 across the screens: Hep lipid drop: 11; Hep lipid drop cells 6.5 µM: 625; AID2073: -5%; P. falciparum M1AAP: 8%; Siah-1 displacement: -4%; NOD2 inhibition: 7%; P. falciparum M17LAP: 9%; CSM14.1 death rescue: -5.4%; XIAP displacement: -12%; LYP phosphatase: -3%
